High-throughput results: PubChem, several laboratories
WT yeast gro inh: growth inhibition of WT yeast, mitochondrial fusion screen. mitochondrial fusion phenotypic screen, WT strain. inhibition, % at 10 µM. actives 2.1% (n = 190,000); in the data active = inhibition above about 58%; tested in S. cerevisiae
MT stabilizer: stabilizes microtubules in HeLa cells. HeLa tubulin immunostaining HCS, 24 h; share of cells brighter than vehicle mean+2SD. % tubulin-high responders, % at 10 µM. actives 0.83% (n = 200,000). AID 2205;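 active = plate Z-score above 3 for both tubulin-high and condensed-nucleus cell shares, with cell loss under 80%, at 10 µM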;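 note: anti alpha tubulin signal scored within the nucleus-defined area of each cell; some results filed as inactive read as strong as hits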
PMI inhibitors: inhibitors of human PMI, primary screen, biochemical, fluorescence intensity, coupled assay (AID 1209) | purified PMI enzyme, coupled fluorescence intensity; higher % means a stronger effect | one-dose inhibition, % at 20 µM; IC50 in µM for titrated hits | actives 0.42% (n = 190,000);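 note: plate controls were DMSO vehicle for no effect and wells lacking substrate for full effect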
Yfh1-off respiration: mitochondrial function rescue without frataxin homolog – Friedreich's ataxia, plus single-dose screen, dose response (AID 1465); S. cerevisiae Yfh1-off respiration, WST-1 reduction, 72 h; higher fold induction means a stronger effect; one-dose fold induction at 50 µM; EC50 in µM for titrated hits; actives 0.074% (n = 220,000);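 active = fold induction of absorbance versus untreated yeast above a set limit, then at least 30% activation at any dose in follow-up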;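 note: activators that raise dye reduction in frataxin-depleted yeast; strong numbers were not always called active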
Dynein cargo inh: blocks dynein driven cargo transport along microtubules; 3617.4 mouse cells, GR-EGFP nuclear translocation imaging; test concentration mostly 20 µM; stimulated with dexamethasone, 1 µM; hits give low values; actives 0.47% (n = 220,000); AID 1381; z-score, hits read low;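 active = plate z-score of nuclear minus cytoplasmic receptor signal below a set negative limit, without overly bright fluorescence or cell loss, cut at about -3.5 in these data, passing the limit was not always enough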;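 note: z-score of nuclear minus cytoplasmic ring GR-EGFP intensity difference per well; some compounds called inactive have numbers as strong as hits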
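Also added – dexamethasone, 1.0 µM final · Buffer or medium – tet-free, stripped-serum medium · Schedule – induction 48 h, compound 1 h, agonist 30 min · Detection – formaldehyde fixation, Hoechst nuclear stain, 10x automated fluorescence imaging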
Ins promoter up: MIN6 insulin promoter up-regulation | MIN6 insulin promoter-GFP reporter, high-content imaging; hits give high values | z-score at 5 µM | actives 0.3% (n = 190,000);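 active = z-score above 3 at 5 µM with at least 500 cells counted in the well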
Autophagy HCS: autophagy modulation, high-content screen; MEF GFP-LC3 puncta imaging; test concentration mostly 10 µM; calls only at 10 µM (by protocol); actives 0.98% (n = 190,000);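 active = percentage of spot-positive cells more than 3 SD above its plate mean, without a fluorescence outlier flag or 80% toxicity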;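 note: spot-positive cell cutoff set from DMSO-treated cells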
PMI inhibition: MPI inhibition at elevated mannose 6-phosphate – biochemical, fluorescence intensity, high mannose 6-phosphate, primary screen (AID 1220); recombinant PMI enzyme, coupled fluorescence intensity; higher % means a stronger effect; one-dose inhibition, % at 20 µM; IC50 in µM for titrated hits; actives 0.66% (n = 190,000)
bCat nuc transl: alters nuclear translocation of beta-catenin in HeLa cells; immunofluorescence imaging; nuclear translocation activity, % at 5 µM; actives 0.3% (n = 190,000);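 active = nuclear translocation activity above 50% at 5 µM, with a well cell count of 50 or more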;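 note: per-cell ratio of nuclear to cytoplasmic median beta-catenin stain intensity; plate controls were DMSO negative control for no effect and GSK-3 inhibitor IX positive control for full effect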
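Test system: human HeLa cell line; Doses: 5 µM primary, 0.02–20 µM confirmation; Incubation: 24 h compound exposure, 37°C; Detection: beta-catenin immunofluorescence imaging with DAPI; Read-out: beta-catenin nuclear/cytoplasmic ratio, % activation.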
WT yeast gro inh mutant strain: also measured in WT yeast gro inh; calls as there; inhibition, %; mitochondrial fusion phenotypic screen, mutant strain inhibition
Dynein cargo inh cytoplasmic EGFP: recorded beside Dynein cargo inh, whose call it bears; z-score; measured here: cytoplasmic GR-EGFP intensity; hits give high values
Dynein cargo inh nuclear GR-EGFP: also measured in Dynein cargo inh; calls as there; z-score; measured here: nuclear GR-EGFP intensity;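 lower value marks the stronger effect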
Dynein cargo inh cell count: also measured in Dynein cargo inh; calls as there; z-score; measured here: cell count per field
Ins promoter up cell count: also measured in Ins promoter up; calls as there; cell count; measured here: cytotoxicity, nuclei count;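 total cells summed across four imaged fields per well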
bCat nuc transl cell count 5 µM: further read-out of bCat nuc transl, marked with its call; cell count; measured here: cell count, cytotoxicity flag
MT stabilizer Hoechst-high %: also measured in MT stabilizer; calls as there; % Hoechst-high responders; measured here: nuclear condensation Hoechst responders;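 share of cells brighter than vehicle mean plus two SD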
MT stabilizer cytotoxicity %: further read-out of MT stabilizer, marked with its call; toxicity, %; measured here: cytotoxicity by cell density;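 0% = mean cell density of plate MIN control wells and 100% = no cells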
Autophagy HCS cell loss 18 h: further read-out of Autophagy HCS, marked with its call; toxicity, %; measured here: cell loss, nuclei count;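 cell loss after 18 h compound exposure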
An asterisk follows results filed as active; i = inactive; . = no result given; + = active, no number. Cut-off read from the data, not from the text of the source, unless noted: active = inhibition above about 50%; inactive = the rest.

SMILES | WT yeast gro inh | WT yeast gro inh mutant strain | MT stabilizer | MT stabilizer Hoechst-high % | MT stabilizer cytotoxicity % | PMI inhibitors | Yfh1-off respiration | Dynein cargo inh | Dynein cargo inh cytoplasmic EGFP | Dynein cargo inh nuclear GR-EGFP | Dynein cargo inh cell count | Ins promoter up | Ins promoter up cell count | Autophagy HCS | Autophagy HCS cell loss 18 h | PMI inhibition | bCat nuc transl | bCat nuc transl cell count 5 µM
COc1ccc(NC(=O)C(=O)NCC(=O)Nc2cccc(C(F)(F)F)c2)cc1 | 2 | -18 | 1.7 | 1.1 | 5.0 | -2% | i | -0.65 | -0.38 | -0.8 | 1.1 | -0.1 | 1433 | + | 11* | 4% | -0.2 | 1554
N#CC1=C(Nc2ccccc2Cl)SC(c2ccccc2O)NC1=O (stereo unspecified) | . | . | . | . | . | . | i | 0.1 | -0.26 | -0.36 | 0.59 | 0.63 | 1276 | . | . | . | -0.6 | 1271
COC(=O)c1ccc(/C=N/N2CCN(Cc3ccccc3)CC2)cc1 | 3 | -21 | 1.5 | 1.5 | 5.2 | 13% | i | -0.37 | -0.17 | -0.32 | -0.66 | 0.34 | 1827 | i | -20 | 6% | -1.1 | 1024
Cc1ccc(C2C(C#N)=C(N)Oc3n[nH]c(-c4cccs4)c32)s1 (stereo unspecified) | 4 | 25 | 1.0 | 2.0 | 10 | 29% | i | -0.49 | -0.19 | -0.25 | 0.26 | -0.32 | 1562 | i | -19 | 46% | -2.3 | 981
CCn1c(CCc2ccccc2)n[nH]c1=S | -13 | 3 | 3.4 | 3.8 | 1.3 | -3% | i | -0.14 | -0.33 | 0.15 | 0.72 | -0.14 | 1546 | i | 14 | 3% | -0.7 | 927
COc1ccc(N2CC(C(=O)OCC(=O)NCc3ccccc3)CC2=O)cc1 (stereo unspecified) | -9 | -15 | 3.3 | 1.7 | 6.0 | 6% | i | -0.71 | 0.36 | -0.39 | -0.15 | -0.15 | 1631 | i | 6 | -1% | -0.3 | 1375
Cn1c(CNc2ccc(Cl)cc2)nc2ccccc21 | 13 | 28 | 2.9 | 1.6 | 4.1 | 17% | i | -0.77 | -0.3 | -0.35 | 0.65 | 1.1 | 1251 | i | 1 | 9% | . | .
Cc1cccc(Oc2coc3cc(OC(=O)c4cccs4)ccc3c2=O)c1 | . | . | 1.8 | 1.5 | 4.5 | 13% | i | 0.4 | -0.21 | 0.48 | 0.11 | . | . | i | 5 | 5% | . | .
COc1ccc(Cc2nc3ccc(S(N)(=O)=O)cc3[nH]2)cc1OC | -25 | 2 | 2.6 | 0.2 | 41 | 21% | i | -0.87 | -0.2 | -0.19 | 0.37 | 1.2 | 1880 | i | -2 | 17% | -0.9 | 1026
CCOC(=O)Cc1nn(Cc2nc(-c3ccc(C#N)cc3)cs2)c(=O)c2ccccc12 | . | . | . | . | . | . | i | 1 | -0.3 | 0.095 | -0.42 | -1 | 1207 | . | . | . | -4.8 | 1272
O=S(=O)(NCc1c(Cl)cccc1Oc1ccccc1)c1ccccc1 | . | . | . | . | . | . | i | 0.31 | -0.24 | 0.58 | -0.0057 | -0.04 | 916 | . | . | . | 0.1 | 1250
NS(=O)(=O)c1cc(C(=O)N=Nc2c(O)[nH]c3ccccc23)ccc1Cl | . | . | . | . | . | . | i | 1.8 | 0.77 | 1 | -1.3 | -0.15 | 1426 | . | . | . | 4.4 | 938
O=C(CSCc1ccc(F)cc1)N1CCN(c2ccc(F)cc2)CC1 | -10 | -2 | 3.4 | 2.1 | 6.5 | -1% | i | -0.25 | -0.2 | -0.93 | -0.57 | 0.35 | 1574 | i | 0 | -3% | 4.7 | 1405
OC(COc1ccc(-c2ccccc2)cc1)CN1CCOCC1 (stereo unspecified) | 0 | 19 | 3.4 | 1.9 | 4.9 | 8% | i | -0.33 | -0.28 | -0.18 | -0.51 | 0.06 | 1614 | i | -2 | 12% | 2.1 | 1093
O=C(CSc1ccc2nnc(CCNS(=O)(=O)c3ccccc3)n2n1)Nc1nc2ccccc2s1 | 3 | 14 | 3.5 | 2.7 | 3.9 | -1% | i | 0.87 | -0.22 | 0.32 | -0.069 | -0.09 | 1301 | i | -3 | -8% | 0.9 | 826
O=C(O)Cc1csc(NC(=O)c2ccco2)n1 | 4 | 3 | 1.6 | 1.4 | 6.8 | 9% | i | 0.1 | -0.23 | 0.75 | 0.63 | 1.1 | 869 | i | 38 | 7% | 1.8 | 845
C/C=C/C(=O)Nc1cccc(C2=NOC3(C2)C[C@@H](C(N)=O)N(C(=O)C(c2ccccc2)c2ccccc2)C3)c1 (stereo partly specified) | . | . | . | . | . | . | i | 0.47 | -0.73 | 0.55 | -0.47 | 0.69 | 842 | . | . | . | -2.2 | 1073
COc1ccc(C(=O)/C=C(\C)Nc2ccc3c(c2)OCO3)cc1 | -10 | -19 | 0.5 | 1.9 | 10 | 25% | i | -0.81 | -0.17 | -0.43 | 0.87 | -0.52 | 1673 | i | 7 | 34% | -1.3 | 1319
CN(C)c1ccc(-c2n[nH]c(=S)n2-c2ccccc2)cc1 | -1 | 16 | 5.3 | 1.9 | 3.3 | -1% | i | -0.49 | -0.31 | 0.49 | 0.87 | -0.24 | 1612 | i | 12 | 2% | -0.4 | 1016
CCn1cc([N+](=O)[O-])c(C(=O)Nc2nc3ccc(OC)cc3s2)n1 | -7 | 1 | 2.5 | 3.4 | 3.2 | 7% | i | -1.4 | -0.36 | -0.68 | 1.7 | -0.95 | 1386 | i | -7 | 8% | 0.4 | 1578

Sorted by formula weight (ascending): three of the compounds above.
SMILES | WT yeast gro inh | WT yeast gro inh mutant strain | MT stabilizer | MT stabilizer Hoechst-high % | MT stabilizer cytotoxicity % | PMI inhibitors | Yfh1-off respiration | Dynein cargo inh | Dynein cargo inh cytoplasmic EGFP | Dynein cargo inh nuclear GR-EGFP | Dynein cargo inh cell count | Ins promoter up | Ins promoter up cell count | Autophagy HCS | Autophagy HCS cell loss 18 h | PMI inhibition | bCat nuc transl | bCat nuc transl cell count 5 µM
CCn1c(CCc2ccccc2)n[nH]c1=S | -13 | 3 | 3.4 | 3.8 | 1.3 | -3% | i | -0.14 | -0.33 | 0.15 | 0.72 | -0.14 | 1546 | i | 14 | 3% | -0.7 | 927
N#CC1=C(Nc2ccccc2Cl)SC(c2ccccc2O)NC1=O (stereo unspecified) | . | . | . | . | . | . | i | 0.1 | -0.26 | -0.36 | 0.59 | 0.63 | 1276 | . | . | . | -0.6 | 1271
NS(=O)(=O)c1cc(C(=O)N=Nc2c(O)[nH]c3ccccc23)ccc1Cl | . | . | . | . | . | . | i | 1.8 | 0.77 | 1 | -1.3 | -0.15 | 1426 | . | . | . | 4.4 | 938

Going on with the list:
SMILES | WT yeast gro inh | WT yeast gro inh mutant strain | MT stabilizer | MT stabilizer Hoechst-high % | MT stabilizer cytotoxicity % | PMI inhibitors | Yfh1-off respiration | Dynein cargo inh | Dynein cargo inh cytoplasmic EGFP | Dynein cargo inh nuclear GR-EGFP | Dynein cargo inh cell count | Ins promoter up | Ins promoter up cell count | Autophagy HCS | Autophagy HCS cell loss 18 h | PMI inhibition | bCat nuc transl | bCat nuc transl cell count 5 µM
CCCCCCCCCCCC(=O)NC(C(=O)O)C(O)c1ccccc1 (stereo unspecified) | -8 | -6 | 4.8 | 2.0 | 9.4 | 8% | i | 2.8 | 0.0058 | 2.3 | -1.5 | 0.24 | 1438 | i | -13 | 8% | 1.3 | 961
CC(NC(=O)c1ccc(S(=O)(=O)C(F)F)cc1)c1ccccc1 (stereo unspecified) | -6 | 12 | 3.3 | 4.6 | 6.7 | 0% | i | 0.15 | -0.3 | 0.41 | 0.45 | -0.63 | 1239 | i | -8 | -3% | 0.1 | 1069
CN(NC1OC(=O)c2ccccc21)c1ccc(C(F)(F)F)cc1[N+](=O)[O-] (stereo unspecified) | . | . | . | . | . | . | i | -0.74 | -0.096 | -0.3 | 0.49 | 0.59 | 1395 | . | . | . | -3.9 | 1104
COC(=O)c1ccccc1N=Nc1c(C)noc1C | . | . | . | . | . | . | i | 0.24 | -0.23 | 0.067 | 0.17 | 0.03 | 1104 | . | . | . | 2.5 | 1199
Cc1cc(C)n(C(=O)CNC(=O)c2ccco2)n1 | -5 | 10 | 5.2 | 1.9 | 5.6 | -17% | i | -0.66 | -0.34 | -0.2 | 0.14 | 0.02 | 1635 | i | 7 | 2% | -6.9 | 990
Cc1cc(=O)oc2cc(N3C(=O)CC(Cc4ccccc4)C3=O)ccc12 (stereo unspecified) | 7 | 17 | 2.3 | 1.8 | 3.3 | . | i | 0.69 | -0.13 | 0.28 | -0.72 | 0.15 | 1070 | i | -4 | . | -0.1 | 1510
Cc1ccc(-n2[nH]c(C)c(C=NCc3ccncc3)c2=O)cc1 | . | . | . | . | . | . | i | 0.39 | -0.2 | 0.1 | 0.057 | 0.21 | 1017 | . | . | . | -1.6 | 1383
O=S(=O)(c1cccc(C(F)(F)F)c1)N1CCN(C(=S)NC2CC2)CC1 | -4 | -27 | 2.5 | 1.9 | 10 | 16% | i | -0.72 | -0.24 | 0.14 | -0.3 | -0.05 | 1347 | i | -8 | 6% | 0.7 | 936
O=C(Nc1ccccc1SCC1CSc2nc3ccccc3c(=O)n21)c1ccccc1Cl (stereo unspecified) | -20 | -36 | 1.8 | 1.1 | 8.6 | 6% | i | 2.4 | -0.22 | 1.3 | -0.5 | -0.24 | 1623 | i | 14 | 2% | -1.2 | 961
S=C(NCc1ccco1)Nc1cc(-c2ccccc2)[nH]n1 | 64* | 22* | 3.9 | 2.1 | 4.1 | 43% | i | 0.031 | -0.18 | 0.24 | 0.32 | -0.52 | 1439 | i | -14 | -7% | 0.9 | 1541
O=C(COc1ccccc1)N1CCN(S(=O)(=O)c2cccc([N+](=O)[O-])c2)CC1 | -3 | 9 | 4.5 | 1.6 | 5.3 | -11% | i | -0.29 | -0.26 | 0.059 | 0.2 | -0.12 | 1351 | i | 31 | -11% | -0.4 | 1134
COc1cc(C(=S)N(C)C)ccc1O | 8 | 7 | 1.9 | 2.0 | 7.3 | 29% | i | -0.58 | -0.26 | -0.1 | 0.23 | 0.28 | 1693 | i | -2 | 18% | 0.4 | 939
